PLK1 PBD inh: PLK1 (human) polo-box domain binding inhibition | P53350 | Plk1 PBD binding of FITC phosphopeptide, fluorescence polarization | Potency, µM, inactives show max response, negative = inhibition, usual class: inhibitors | 2.8% of 360,000 active; further: potency means the concentration at half of the fitted maximal effect; series mostly up to about 57 µM; on the % scale 0 is the no-effect control and ±100 the full control effect; nearly all actives have a fitted effect of over 65% in size
IL2 activator: IL-2 activation | IL-2 activation reporter assay, cell-based qHTS; stimulated with anti-CD3/CD4/CD28 beads; in transgenic mouse T cells | activation, % (series mostly up to about 46 µM) | 0.065% of 360,000 active | AID 652025; in the data active means activation above about 50%; inconclusive means mostly about 30% to 49%; further: 0% is about no effect
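Screening format: compound pinned onto unstimulated transgenic mouse T cells, 60 min incubation, then anti-CD3/anti-CD4/anti-CD28 bead stimulation for 18 hours at 37 degrees C, followed by EGFP and DsRed detection.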
EPAC1 agonist: agonists of human EPAC1; EPAC1 agonist qHTS, biochemical assay; response scale: 100% = response to 6.5 mM cAMP; Potency, µM (titrated, usually from 154 µM), without a hit: at the highest dose activation, usual class: activators; 0.073% of 360,000 active; AID 720707; further: potency means the concentration at half of the fitted maximal effect; nearly all actives have a fitted effect of over 60% in size
Target sequence (O95398 whole entry, looked up): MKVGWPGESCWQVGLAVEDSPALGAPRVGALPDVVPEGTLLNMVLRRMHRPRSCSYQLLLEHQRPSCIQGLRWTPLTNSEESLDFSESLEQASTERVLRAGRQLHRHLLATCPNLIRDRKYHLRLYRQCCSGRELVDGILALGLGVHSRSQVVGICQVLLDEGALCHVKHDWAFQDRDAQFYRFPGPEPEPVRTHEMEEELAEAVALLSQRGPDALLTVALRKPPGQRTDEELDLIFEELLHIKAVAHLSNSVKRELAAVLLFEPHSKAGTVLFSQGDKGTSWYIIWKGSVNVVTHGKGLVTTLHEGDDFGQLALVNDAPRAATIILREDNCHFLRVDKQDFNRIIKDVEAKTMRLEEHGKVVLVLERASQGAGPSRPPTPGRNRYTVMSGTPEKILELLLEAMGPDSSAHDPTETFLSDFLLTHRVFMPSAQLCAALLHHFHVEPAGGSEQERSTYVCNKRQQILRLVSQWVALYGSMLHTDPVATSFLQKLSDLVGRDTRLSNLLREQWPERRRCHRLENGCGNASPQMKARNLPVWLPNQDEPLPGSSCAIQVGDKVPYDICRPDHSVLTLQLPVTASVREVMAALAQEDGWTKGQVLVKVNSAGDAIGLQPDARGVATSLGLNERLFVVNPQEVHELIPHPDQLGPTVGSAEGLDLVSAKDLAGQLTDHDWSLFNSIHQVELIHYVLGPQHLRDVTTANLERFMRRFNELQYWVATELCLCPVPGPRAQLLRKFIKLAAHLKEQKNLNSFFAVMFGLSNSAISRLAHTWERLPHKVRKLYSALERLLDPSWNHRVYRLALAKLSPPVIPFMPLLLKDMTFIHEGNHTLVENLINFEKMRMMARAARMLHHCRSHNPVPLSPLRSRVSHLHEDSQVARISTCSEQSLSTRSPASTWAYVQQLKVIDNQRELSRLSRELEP
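Fluorescent GDP-exchange assay: 100 nM EPAC1 with 250 nM Rap1B preloaded with BODIPY-GDP and 50 uM GDP; compounds tested as concentration series, 5 min at room temperature, then read every 5 min for 30 min (ex 480/em 540 nm); normalized to 6.5 mM cAMP.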
CCT modulator: cytosolic chaperonin activity modulation | purified chaperonin ATPase assay, HTRF ADP detection, 30 min | activity change, % (test concentration not listed), hits read low | 0.3% of 360,000 active | AID 651819; in the data active means activity change below about -30%; further: on the % scale 0 is the no-effect control and ±100 the full control effect
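ATPase activity: ADP formed was measured by HTRF Transcreener (665/615 nm ratio) after 30 min at 37 deg C with 10 uM ATP. Compounds screened at one 76 uM concentration against 40 or 20 nM TRiC in Tris pH 7.4/KCl/MgCl2/DTT buffer.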
WRN inhibitor: blocks human WRN helicase; WRN helicase unwinding, fluorescent forked duplex, kinetic; Potency, µM (doses to about 114 µM), for the others: at the top dose activity change, negative = inhibition, hits mostly inhibitors; Q14191; 0.46% of 360,000 active; further: potency means the concentration at half of the fitted maximal effect; on the % scale 0 is the no-effect control and ±100 the full control effect; nearly all actives have a fitted effect of over 55% in size
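WRN at 20 nM final was preincubated with compound for 15 min at room temperature; reaction started with 100 nM forked duplex oligonucleotide carrying fluorophore and quencher plus 2 mM ATP (final). Unwinding followed kinetically by red fluorescence (ex 525/em 598 nm).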
PI5P4K alpha inh: PI5P4K alpha (human) kinase inhibition | P48426 | PI5P4Kalpha enzyme, ADP-Glo luminescence, 60 min; stronger effect = lower value | max response, % | 1.2% of 330,000 active; active means max response of -50% or lower; inconclusive means between -30% and -50%; inactive means -30% or higher; further: value at the top dose of about 77 µM; on the % scale 0 is the no-effect control and ±100 the full control effect
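Single end-point luminescence (ADP-Glo) quantified ADP from PI5P4Kalpha turnover; ATP 5 microM final, 1 h at RT, 0.1% CHAPS and 0.28 mM EGTA in HEPES pH 7.4.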
EPAC1 antagonist: antagonists of human EPAC1 | 0.14% of 360,000 active | EPAC1 GEF assay, Rap1b-BODIPY-GDP exchange fluorescence | AID 720709 | O95398 | Potency, µM (highest dose often 115 µM), for inactives: at the top dose activity change, negative = inhibition, actives largely listed as inhibitors;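 further: potency means the concentration at half of the fitted maximal effect; plate controls were vehicle for no effect and positive control for full effect; nearly all actives have a fitted effect of over 50% in size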
EPAC2 ag: activates human EPAC2 exchange factor. Q8WZA2. EPAC2 activation, biochemical qHTS; response scale: 100% = 6.5 mM cAMP response. Potency, µM (top dose mostly 154 µM), for the others: at the top dose activation, most hits filed as activators. 0.079% of 360,000 active; further: potency means the concentration at half of the fitted maximal effect; nearly all actives have a fitted effect of over 50% in size
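Fluorescence exchange assay: 100 nM EPAC2 with 250 nM RAP1B-BODIPY-GDP and 50 uM GDP; compounds tested as a concentration-titration series (qHTS). Loss of Rap1-bound BODIPY-GDP fluorescence read at 480/540 nm; data normalized to 6.5 mM cAMP.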
* marks the source's active call; other numbers are inactive results; ? = inconclusive; . = no result given; [ ] = remark or other dose. Unless noted, the call rests on the fitted dose curve; in most records, active means well fitted curve in the direction sought with a large enough effect; inconclusive means small, poorly fitted or top-dose-only effect, or another doubt; inactive means no such curve, though single readings can be large; an effect the other way counts as inactive or inconclusive. This is a subset; the hit share may differ from the screen's.

SMILES | PLK1 PBD inh | IL2 activator | EPAC1 agonist | CCT modulator | WRN inhibitor | PI5P4K alpha inh | EPAC1 antagonist | EPAC2 ag
Cc1ccccc1-c1cc(C(=O)NCC2CC2)nn1CC1CC(c2cccc([N+](=O)[O-])c2)=NO1 (stereo not drawn) | 4% | 1.0 | 0% | 0.1 | -4% | 3 | -1% | 7%
CCOc1ccccc1NC(=O)C1=C(C)NC(=S)NC1c1cccs1 (stereo not drawn) | -8% | 1.9 | -1% | -0.9 | 13% | -7 | 3% | -6%
O=C(/C=C/c1cccc([N+](=O)[O-])c1)c1ccc2c(c1)OCCO2 | -24% | -0.2 | 2% | -1.6 | -1% | 7 | -7% | -1%
COc1cc2sc3cc(NCC[C@@H]4CCCN4C)ccc3c(=O)c2cc1OC | -28% | 0.3 | -7% | -1.8 | ? | -17 | -6% | 11%
CCN(c1c(C)n(C)n(-c2ccccc2)c1=O)S(C)(=O)=O | ? | 1.3 | 12% | -2.7 | -1% | 1 | -6% | 2%
Cc1cc(C=O)c(C)n1-c1ccc(NC2CCCC2)c([N+](=O)[O-])c1 | 3% | 4.0 | 12% | -3.5 | -5% | 9 | 1% | 7%
Cc1ccccc1-c1nnn(CC(=O)NCc2ccc3c(c2)OCO3)n1 | -1% | 0.2 | -2% | -2.7 | 2% | . | 14% | 8%
COC(=O)c1c(C(=O)OC)c(-c2ccccc2)n2c1CS(=O)(=O)C2 | -8% | 0.0 | 4% | -11 | -18% | -3 | -6% | 10%
CC1CCN(C(=O)CSc2nnc(N)s2)CC1 | -5% | -3.2 | -21% | -0.3 | 0% | -17 | 4% | 2%
CCCCCNC(=O)C(c1cccc2ccccc12)n1c(=O)c(-c2cc3ccccc3[nH]2)nc2ccccc21 (stereo not drawn) | 4% | -0.2 | 1% | . | -5% | 1 | 5% | 2%
Cc1noc(C)c1CSc1nnnn1-c1ccc(Cl)cc1 | ? | -0.3 | 2% | 0.5 | 2% | -9 | 7% | 2%
CCOC(=O)C1=C(N)OC2=C(C(=O)CC(C)(C)C2)C1c1ccccc1OC (stereo not drawn) | -15% | 0.2 | -1% | -0.5 | 0% | -3 | 8% | 15%
CCN(C(=O)COC(=O)c1c(-c2ccccc2)noc1C)C1CCS(=O)(=O)C1 (stereo not drawn) | -26% | 0.4 | 5% | -4.1 | 18% | 2 | -21% | 12%
C=CCCC(=O)N1C[C@H]2CON(C)[C@H]2C[C@H]1c1cccc(Nc2ccccc2)c1 | -4% | 1.0 | -11% | -2.1 | -2% | 5 | -1% | 5%
Cc1ccc(S(=O)(=O)N2CCN(S(=O)(=O)c3ccccc3)C2c2ccc(N(C)C)cc2)cc1 (stereo not drawn) | -5% | -1.9 | 7% | -0.6 | -3% | 2 | 2% | 9%
COc1ccc(C(=O)Nn2c(SCC(=O)c3ccc(Cl)cc3)nc3ccccc3c2=O)cc1 | -5% | -1.6 | 12% | -0.5 | -21% | . | -1% | -1%
O=C(Nc1nn[nH]n1)c1ccc(S(=O)(=O)N2CCCCC2)cc1 | -2% | 0.7 | -6% | -1.5 | 6% | -24 | -21% | -1%
COC(=O)[C@@]12C[C@@H](CC(=O)NCC34CC5CC(CC(C5)C3)C4)C(=O)N(Cc3ccccc3)C1=CCC(C)(C)C2 | -1% | -0.8 | -11% | . | -15% | -2 | -13% | -9%
O=[N+]([O-])c1ccc(COc2cccc3cccnc23)cc1 | 2% | -2.2 | -9% | -3.4 | 4% | -3 | -8% | -7%
CCOc1ccc(-n2nc3cc(C)c(N)cc3n2)cc1 | -16% | 0.4 | 0% | 0.6 | -4% | 2 | -17% | 0%
OCc1cc(-c2ccc(Cl)c(Cl)c2)on1 | -11% | -0.9 | 6% | 0.8 | 4% | -2 | -19% | -5%
CCCCCc1ccc(-c2cn(CC3CCCCC3)nn2)cc1 | -13% | -4.5 | 5% | -1.2 | 3% | 20 | -2% | -9%
CC(C)C(NC(=O)c1ccc(Br)cc1)C(=O)NC1=NCCS1 (stereo not drawn) | -7% | 0.2 | 9% | -1.7 | -5% | 0 | -21% | 9%
N#C/C(=C/c1ccc(N2CCOCC2)c([N+](=O)[O-])c1)C(N)=O | -5% | -2.7 | 3% | -2.0 | -19% | . | -4% | 2%
COc1cc(NC(=O)c2ccccc2F)ccc1NC(=O)c1cc2ccccc2o1 | -1% | -2.0 | 5% | 0.1 | -5%[57.1 µM] | -1 | -1% | -1%
NCCSc1c(-c2ccc(Cl)cc2)[nH]c2ccccc12 | -7% | -0.7 | 15% | -0.2 | -11% | -3 | 7% | 11%
C[C@H](CO)N1C[C@H](C)[C@@H](CN(C)C(=O)Nc2ccccc2)Oc2c(NC(=O)Nc3ccccc3)cccc2C1=O | -5% | 0.1 | -10% | -5.0 | 2% | 5 | -12% | 0%
O=C(CCN1C(=O)C2C3CCC(C3)C2C1=O)OCC(=O)c1ccc(Cl)cc1 (stereo not drawn) | -4% | -2.9 | 9% | 0.1 | -10% | 2 | 2% | 5%
O=C(NCCN1CCCC1)C1CC(=O)N(C2CCCCC2)C1 (stereo not drawn) | -5% | -0.3 | 0% | -1.4 | 8% | 10 | 7% | -2%
COc1cccc(CC(=O)Nc2nc3c(s2)C(=O)CC(C)(C)C3)c1 | -11% | -0.4 | -14% | -0.4 | 9% | 0 | 7% | -6%
COc1cccc(NC(=O)c2ccc3c(SCC(=O)O)c4c(nc3c2)CCCC4)c1 | 2% | -1.2 | -7% | 0.5 | -3% | 1 | 8% | 1%
CC(CCc1ccccc1)NC(=O)COC(=O)c1cccs1 (stereo not drawn) | -22% | -3.1 | 4% | -3.5 | -11% | -2 | -4% | 9%
O=C(Nc1ccc(C(F)(F)F)cc1)C1CCN(S(=O)(=O)c2ccc(N3CCCC3=O)cc2)CC1 | -3% | 0.6 | 4% | -2.9 | -2% | -7 | -15% | 0%
Cc1ccccc1CC(=O)Nc1ccc2c(c1)c(=O)n(C)n2-c1ccccc1F | 4% | 0.4 | 8% | -1.3 | -8% | 0 | -9% | 5%
CCC1(c2ccc(F)cc2)NC(=O)N(CC(=O)N2c3ccccc3NC(=O)CC2C)C1=O (stereo not drawn) | -13% | -0.6 | 0% | -3.7 | -4% | 0 | 5% | 4%
CCSc1nnc(NC(=O)[C@H](C)N2C(=O)C3CC=CCC3C2=O)s1 (stereo partly drawn) | -5% | 0.2 | 7% | 1.1 | -4% | -6 | -15% | 11%

Next section; the last five above are carried over.
SMILES | PLK1 PBD inh | IL2 activator | EPAC1 agonist | CCT modulator | WRN inhibitor | PI5P4K alpha inh | EPAC1 antagonist | EPAC2 ag
CC(CCc1ccccc1)NC(=O)COC(=O)c1cccs1 (stereo not drawn) | -22% | -3.1 | 4% | -3.5 | -11% | -2 | -4% | 9%
O=C(Nc1ccc(C(F)(F)F)cc1)C1CCN(S(=O)(=O)c2ccc(N3CCCC3=O)cc2)CC1 | -3% | 0.6 | 4% | -2.9 | -2% | -7 | -15% | 0%
Cc1ccccc1CC(=O)Nc1ccc2c(c1)c(=O)n(C)n2-c1ccccc1F | 4% | 0.4 | 8% | -1.3 | -8% | 0 | -9% | 5%
CCC1(c2ccc(F)cc2)NC(=O)N(CC(=O)N2c3ccccc3NC(=O)CC2C)C1=O (stereo not drawn) | -13% | -0.6 | 0% | -3.7 | -4% | 0 | 5% | 4%
CCSc1nnc(NC(=O)[C@H](C)N2C(=O)C3CC=CCC3C2=O)s1 (stereo partly drawn) | -5% | 0.2 | 7% | 1.1 | -4% | -6 | -15% | 11%
CCOC(=O)c1ccc([N+](=O)[O-])cc1NC(C)=O | -5% | 1.5 | 2% | 2.0 | -1% | 7 | 9% | 6%
COc1cccc(CNC(=O)c2ccncc2)c1 | -4% | -1.0 | 2% | 0.1 | -4% | 2 | -6% | 6%
COc1ccc(N2CCN(S(=O)(=O)CCNS(=O)(=O)c3ccccc3)CC2)cc1 | -1% | 0.2 | -14% | -1.6 | 3% | -4 | 7% | -5%
CCCOc1ccc(OCCn2nc(C(=O)O)c3ccccc3c2=O)cc1 | 1% | -3.3 | 2% | -2.8 | -20% | -1 | -19% | 17%
C/C(=N\O)c1cccc(Br)c1 | -7% | 0.0 | 9% | -0.8 | -1% | 0 | -12% | 11%
O=C(C1CCCN1S(=O)(=O)c1ccc(Cl)cc1)N1CCOCC1 (stereo not drawn) | -4% | -1.1 | 11% | -2.7 | 5% | . | -2% | 3%
O=C(Cn1c(=O)cnc2ccccc21)Nc1cccc(S(=O)(=O)N2CCOCC2)c1 | 0% | 1.1 | 16% | -0.5 | -2% | -2 | 2% | 4%
Cc1ccc(Cl)cc1NC(=O)Cn1nc(-c2cccs2)ccc1=O | -1% | 0.5 | 1% | -0.6 | -5% | -8 | -12% | -5%
COc1ccc(F)cc1S(=O)(=O)Nc1ccncc1 | 3% | -0.5 | 2% | 1.3 | 11% | 1 | -11% | -5%
COc1ccc(CC(=O)NCc2cn3ccsc3n2)cc1 | -14% | 0.6 | 3% | 2.4 | 0% | 1 | 14% | 6%
CCO[C@H]1OC(C(=O)N2CCN(C)CC2)=C[C@@H](c2ccc(C(F)(F)F)cc2)[C@@H]1CCCO | 1% | 0.9 | -10% | -3.3 | 3% | 3 | -8% | -10%
O=S(=O)(NCc1ccccc1)c1ccccc1NCCc1ccccc1 | -5% | 0.1 | 13% | -0.8 | -3% | 19 | -7% | 11%
O=C(/C=C/Nc1ccc(Br)cn1)c1cccc(OC(F)F)c1 | -6% | 8.9 | -1% | 3.4 | 5% | -8 | 8% | -3%
CC(=O)Nc1ccc(C(=O)N2CCCCC2c2cc(C(=O)Nc3ccccc3)no2)cc1 (stereo not drawn) | -6% | -0.4 | 0% | -1.0 | -1% | -1 | -4% | 8%
COc1cccc(-n2nnc3c(=O)n(CC(=O)Nc4cc(C)on4)cnc32)c1 | -7% | -0.8 | 5% | -4.8 | -2% | -10 | -9% | 8%
Cc1ccc2nc(-c3ccccc3C)oc(=O)c2c1 | -14% | -2.2 | 13% | 0.4 | 3% | 9 | 0% | 9%
O=c1cc(CO)oc(CN2CCN(c3cccc(C(F)(F)F)c3)CC2)c1O | 1% | 1.5 | -2% | -1.3 | 2% | -4 | 2% | -15%
Cc1ccc(S(=O)(=O)Cn2nnnc2C(C(C)C)N2CCN(c3nc4ccccc4s3)CC2)cc1 (stereo not drawn) | 1% | -1.9 | 6% | 0.1 | -2% | -8 | 8% | -2%

Compound activity from PubChem BioAssay.
